# Siah-1 displacement: blockers of Siah-1 interaction with plectin peptide – biochemical, fluorescence polarization, rhodamine-plectin, uHTS, primary screen (AID 1817); Siah-1 / rhodamine-plectin peptide fluorescence polarization; higher % means a stronger effect; displacement, % at 20 µM, or IC50 in µM where a hit was titrated; hit rate 0.02% among 290,000;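 active = displacement of at least 50% at 20 µM, with a fluorescence ratio check between 0.3 and a set limit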;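 also: plate controls were Siah plus tracer with DMSO for no effect and tracer alone without Siah for full effect; strong numbers were not always called active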
# Myeloid diff MLP: compounds promoting myeloid differentiation; ER-HoxA9 myeloid progenitors, lysozyme-GFP differentiation, flow cytometry; calls only at 10 µM; hit rate 1% among 360,000; AID 624256;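 active = normalized GFP-positive differentiation at or above the plate's own cutoff, the solvent-only control mean plus 3 SD; inconclusive = no clear call, values can overlap the other calls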;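 also: cells exposed to compound for four days before flow analysis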
# NOD1 inhibition: NOD1 signaling inhibitors, primary screen, cell-based, luminescence, uHTS (AID 1578). NOD1-driven NF-kB luciferase reporter cells, luminescence; higher % means a stronger effect. inhibition, % at 4 µM; hits with a dose series show EC50 in µM. hit rate 1% among 290,000; in the data active = inhibition mostly above about 36%, no sharp cut-off; inactive = mostly below about 34%;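 also: HEK-293T reporter cells stimulated with the NOD1 agonist gamma-tri-DAP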
# NOD2 inhibition: inhibition of NOD2-driven NF-kB reporter – cell-based, luminescence, uHTS, HEK293 (AID 1566). HEK293 NOD2/NF-kB luciferase reporter, luminescence; higher % means a stronger effect. one-dose inhibition, % at 4 µM; EC50 in µM for titrated hits. hit rate 0.63% among 290,000; also: many of its hits are not listed in these tables
# KOR beta-arrestin-1: KOR agonists, beta-arrestin recruitment, primary screen, cell-based, luminescence, uHTS (AID 1777); KOR beta-arrestin recruitment, luminescence; higher % means a stronger effect; activation, % at 10 µM, or EC50 in µM where a hit was titrated; hit rate 0.02% among 280,000; in the data active = activation above about 50%, passing the limit was not always enough; also: a part of the inactive calls stands beside numbers as strong as those of hits
# Salmonella PhoP GFP: PhoP-dependent GFP reporter repression – Salmonella Typhimurium, primary screen (AID 1863). S. Typhimurium PhoP-regulated promoter GFP reporter, 4 h; higher % means a stronger effect. inhibition, % at 50 µM; hits with a dose series show IC50 in µM. hit rate 0.16% among 300,000;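 active = inhibition over 29.93%, a cutoff 3 SD above the screen mean, later confirmed by dose response; inconclusive = inhibition over 29.93% but no dose response follow-up; inactive = inhibition at most 29.93% or unconfirmed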;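 also: 0% = low Mg2+ inducing control and 100% = high Mg2+ repressing control; strong numbers were not always called active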
# HIV fusion peptide: cell-free HIV fusion peptide-binding blockers – biochemical, uHTS, fluorescence dequenching, primary screen (AID 1986). cell-free peptide binding, fluorescence dequenching, 30 min; higher % means a stronger effect. one-dose inhibition, % at 20 µM; IC50 in µM for titrated hits. hit rate 0.3% among 290,000; in the data active = inhibition mostly above about 52%, no sharp cut-off; inactive = mostly below about 76%; also: some results filed as inactive read as strong as hits
# LYP phosphatase: inhibitors of LYP phosphatase, biochemical, fluorescence intensity, uHTS (AID 1779) | recombinant LYP phosphatase, fluorescence intensity; higher % means a stronger effect | inhibition, % at 11.5 µM; hits with a dose series show IC50 in µM | hit rate 0.054% among 290,000;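 also: plate controls were vehicle with enzyme for no effect and no enzyme for full effect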
# KOR beta-arrestin-2: KOR antagonists, beta-arrestin recruitment, cell-based, luminescence, uHTS (AID 1778) | KOR beta-arrestin recruitment, luminescence, antagonist mode; higher % means a stronger effect | one-dose inhibition, % at 10 µM; IC50 in µM for titrated hits | hit rate 0.091% among 290,000; also: strong numbers were not always called active
# Myeloid diff MLP GFP+ MAC1+ %: recorded beside Myeloid diff MLP, whose call it bears; GFP+ MAC1+ double positive, %; measured here: differentiation confirmed by MAC1 staining
# Active calls of the source: *; i = inactive; ? = inconclusive; nt = no result given; [ ] = remark or other dose. Rule as the data show it, unless noted: active = inhibition above about 50%; inactive = the rest. Only part of the results is shown; the hit share may differ from the screen's.
SMILES,Siah-1 displacement,Myeloid diff MLP,Myeloid diff MLP GFP+ MAC1+ %,NOD1 inhibition,NOD2 inhibition,KOR beta-arrestin-1,Salmonella PhoP GFP,HIV fusion peptide,LYP phosphatase,KOR beta-arrestin-2
Cn1c(SCC(=O)NNC(=S)Nc2ccccc2)nnc1-c1ccncc1,-2%,nt,nt,-6%,-52%,-0.5%,3%,-1.8%,-4%,39%
CC(=O)NC(Cc1ccccc1F)C(=O)NC1CCN(c2ncccc2[N+](=O)[O-])CC1 (stereo not given),1%,i,0.6,-30%,7%,6.4%,-3%,-0.5%,-5%,8%
CC1(C)Cc2c(sc3nc4n(c(=O)c23)CCC4)CO1,3%,i,0.8,-18%,2%,-1.2%,-1%,-0.3%,4%,-16%
O=C(O)CCC(=O)Nc1ccc(Br)cc1C(=O)c1ccc(Cl)cc1,13%,i,0.8,1%,14%,-3.0%,-3%,0.5%,-4%,18%
CCOC(=O)c1nnn(-c2nonc2N)c1-c1ccccc1,0%,i,0.6,5%,18%,-2.2%,9%,1.1%,-10%,11%
COc1ccc(-c2onc(C)c2-c2cscn2)c(O)c1,1%,i,0.5,-34%,10%,-3.1%,2%,-1.9%,-5%,-8%
CNC(=O)c1cc(S(=O)(=O)NC2CCCCCC2)ccc1C,0%,i,1.0,-25%,6%,-2.1%,nt,-0.9%,-9%,-16%
CCC(C)NC(=O)c1ccc(CSCc2cccc(F)c2)o1 (stereo not given),-4%,i,7.1,-10%,10%,-5.8%,-5%,-1.0%,-6%,-2%
COc1ncnc(OC)c1S(=O)(=O)NCc1ccccc1,-2%,i,0.9,-5%,-11%,1.7%,-7%,1.9%,-4%,-32%
O=C(Cn1ncc2c3ccccc3n(Cc3ccccc3F)c2c1=O)N1CCN(c2ccccn2)CC1,16%,i,1.7,-10%,36%,2.1%,nt,0.8%,3%,18%[20 µM]
CC(=O)SC1CC2=CC(=O)CCC2(C)C2CCC3(C)C(CCC34CCC(=O)O4)C12 (stereo not given),-3%,i,0.5,-4%,-37%,nt,1%,-1.3%,-3%,-63%[20 µM]
Cc1cccc(C)c1-n1c(C)cc(/C=N/NC(=O)CSc2ncccn2)c1C,-3%,i,0.9,2%,-7%,3.1%,2%,-2.2%,-2%,-38%
Clc1cccc(CNc2nnnn2-c2ccccc2)c1,-1%,i,1.2,25%,17%,4.7%,1%,0.1%,-1%,-20%
CCOC(=O)c1sc(NC(=O)CCc2ccccc2)nc1C,-2%,?,nt,32%,-36%,6.7%,1%,0.1%,-10%,-34%
CCOC(=O)CN1C(=O)C(C)(C)Oc2ccc(C(=O)Nc3ccccc3OC)cc21,0%,i,0.5,-1%,6%,1.1%,33%,-1.1%,-9%,12%
COc1ccc(CSCCc2n[nH]c(=S)n2-c2ccccc2)cc1C,0%,i,0.7,1%,12%,-0.1%,-8%,-1.7%,9%,-12%
CCOC(=O)c1nnn(-c2nc(OC)nc(N3CCCCC3)n2)c1-c1ccccc1,0%,nt,nt,22%,17%,0.0%,-1%,-3.3%,5%,-23%
Cc1ccc(S(=O)(=O)N2CCC(C(=O)NC3CC(C)(C)NC(C)(C)C3)CC2)cc1,3%,i,0.8,-26%,12%,-6.1%,-4%,3.3%,-9%,14%
COc1cc2c(cc1NC(=O)c1cncc(Br)c1)oc1ccccc12,-4%,i,0.3,nt,20%,1.3%,-2%,-0.1%,-6%,20%
CCOc1ccccc1CNC(=O)c1c([N+](=O)[O-])c(C)nn1C,1%,i,0.8,-46%,6%,1.3%,-4%,0.4%,-6%,-16%
NNC(=S)Nc1cc(S(=O)(=O)N2CCOCC2)ccc1N1CCOCC1,-5%,i,0.5,-15%,5%,-1.8%,0%,0.2%,-2%,-6%
CCOc1ccc(-c2c(C(=O)N/N=C/C3CC=CCC3)nnn2-c2nonc2N)cc1 (stereo not given),3%,i,1.4,-17%,9%,-2.5%,-2%,0.9%,3%,9%
COc1cccc(OC)c1C(=O)NNS(=O)(=O)c1ccc2ccccc2c1,3%,i,1.4,-18%,11%,3.7%,-2%,-0.2%,-6%,-21%
COc1cc(NC(=O)C2Cc3ccccc3CN2S(C)(=O)=O)cc(OC)c1 (stereo not given),2%,i,0.6,-2%,34%,-0.2%,3%,0.1%,-13%,25%
Cc1ccccc1NC(=O)c1nn(-c2ccc(F)c(F)c2)ccc1=O,18%,i,0.2,-34%,23%,-1.6%,-2%,0.2%,-2%,-18%
CC1=C([N+](=O)[O-])C(c2ccccc2C(F)(F)F)NC(=O)N1C (stereo not given),12%,i,0.9,-5%,11%,-1.7%,-10%,-1.4%,-5%,28%
COc1ccc2c(Cl)c(C(=O)NCCCn3ccnc3)sc2c1Cl,0%,i,0.3,12%,15%,2.1%,15%,7.7%,-8%,20%
CCC(=O)N1c2ccc(S(=O)(=O)N3CCCC3)cc2CC1C (stereo not given),4%,i,6.2,-13%,10%,-1.7%,-8%,-0.3%,-13%,1%
CCC1S/C(=N\S(=O)(=O)c2cccs2)N(C2CCCCC2)C1=O (stereo not given),2%,i,0.4,-18%,13%,-0.3%,10%,-0.6%,-1%,-4%
COc1cccc(CN2CCNC(=O)C2CC(=O)NCC2CCOCC2)c1 (stereo not given),-5%,i,0.7,-5%,13%,-2.5%,-1%,-0.4%,-12%,-12%
O=C(NCc1cccc(Cl)c1)C1CCN(S(=O)(=O)c2ccc(F)cc2)CC1,-4%,i,1.1,4%,18%,-2.2%,13%,-0.6%,-9%,-17%
Cc1c(OCC(=O)NCCCn2ccnc2)ccc2c3c(c(=O)oc12)CCC3,4%,i,2.8,-17%,18%,-2.8%,-3%,1.0%,-3%,-5%
c1ccc2c(N3CCCC3)nc(-c3ccncc3)nc2c1,6%,i,2.0,16%,26%,-0.5%,17%,0.1%,-2%,2%
O=S(=O)(NCc1ccccc1)c1ccc(-n2cccn2)cc1,-5%,i,2.0,-18%,3%,-8.0%,7%,-0.7%,-8%,-7%
CCc1ccccc1NC1=NCC(=O)N1Cc1ccc2c(c1)OCO2,-2%,i,0.3,-44%,-20%,1.6%,-10%,2.8%,1%,34%
CNC(=O)c1sccc1-n1cccc1,-3%,i,1.4,-25%,6%,0.8%,-5%,49%,6%,-18%
Cc1c(NC(=O)C(C)OC(=O)c2ccc(Br)o2)c(=O)n(-c2ccccc2)n1C (stereo not given),-4%,i,0.3,-24%,-11%,-6.6%,-3%,1.0%,-6%,-21%
COC(=O)c1ccc(Nc2nc(C)nc3c2nnn3Cc2ccccc2)cc1,4%,i,0.6,-3%,22%,-0.5%,4%,-0.2%,-7%,-6%
CCOc1c(Br)cc(/C=C2/SC(=O)N(CC(=O)N3CCCC3)C2=O)cc1OC,7%,i,0.4,-3%,16%,28%,14%,2.0%,0%,-1%
O=C(NCc1ccccc1Br)c1ccncc1,-4%,i,0.8,-17%,10%,-2.2%,1%,0.1%,-4%,-5%
CC(C)C(C)(C#N)NC(=O)CSc1nnc(-c2ccccc2)o1 (stereo not given),0%,nt,nt,-3%,10%,-0.2%,2%,27%,-3%,7%
O=C(CNC(=O)C1CCCCC1)Nc1ccccc1,-3%,i,0.4,-23%,-1%,0.4%,-2%,-1.2%,-8%,-51%
CC(C)n1c(N)c(C#N)c2ccc([N+](=O)[O-])cc2c1=O,0%,i,0.3,-12%,-53%,1.9%,-11%,2.1%,-3%,21%
COc1ccccc1-n1ccnc1SCC(=O)NCc1ccco1,2%,i,0.3,-43%,-4%,-5.7%,10%,0.3%,-5%,6%
COc1ccccc1C(=O)Nc1ccc2c(c1)nc(CCNC(=O)c1ccco1)n2C,-4%,?,nt,-23%,-35%,2.8%,5%,0.7%,-4%,-60%
CCC(=O)Nc1ccc(NC(=O)C23CC4CC(CC(C4)C2)C3)cn1,4%,i,0.2,-36%,-4%,-4.9%,-1%,2.8%,-5%,-4%
Cc1cc2c(cc(C(=O)N3CCC(C(=O)N4CCCC4)CC3)n2Cc2c(F)cccc2Cl)o1,4%,i,2.5,-15%,-9%,4.1%,-4%,0.8%,-7%,0%
CCc1ccc(N2CC(C(=O)Nc3ccc(S(=O)(=O)Nc4nccs4)cc3)CC2=O)cc1 (stereo not given),-2%,i,0.8,-1%,-12%,-2.2%,4%,5.1%,-3%,-3%
CCOc1ccccc1NC(=O)C(NC(=O)C1CCC(C)CC1)C(C)C (stereo not given),7%,i,0.4,-32%,10%,-7.0%,-2%,0.3%,-5%,-11%
Cc1ccc(CONC(=O)c2ccc(OC(F)F)cc2)cc1,3%,i,0.2,-50%,-17%,-1.4%,4%,-2.0%,1%,-3%
O=C(CSc1nc2ccccc2o1)Nc1ccc(N2CCOCC2)cc1,-6%,i,5.1,-29%,-75%,1.6%,42%,-1.4%,-7%,-22%
Cc1ccsc1C(=O)C1CCCN(Cc2cc(F)ccc2-n2cccn2)C1 (stereo not given),-3%,i,0.0,-7%,4%,1.5%,11%,-0.3%,-2%,-17%

# Rewritten bar-delimited: entries from further up.
SMILES | Siah-1 displacement | Myeloid diff MLP | Myeloid diff MLP GFP+ MAC1+ % | NOD1 inhibition | NOD2 inhibition | KOR beta-arrestin-1 | Salmonella PhoP GFP | HIV fusion peptide | LYP phosphatase | KOR beta-arrestin-2
COc1ccccc1C(=O)Nc1ccc2c(c1)nc(CCNC(=O)c1ccco1)n2C | -4% | ? | nt | -23% | -35% | 2.8% | 5% | 0.7% | -4% | -60%
CCC(=O)Nc1ccc(NC(=O)C23CC4CC(CC(C4)C2)C3)cn1 | 4% | i | 0.2 | -36% | -4% | -4.9% | -1% | 2.8% | -5% | -4%
Cc1cc2c(cc(C(=O)N3CCC(C(=O)N4CCCC4)CC3)n2Cc2c(F)cccc2Cl)o1 | 4% | i | 2.5 | -15% | -9% | 4.1% | -4% | 0.8% | -7% | 0%
CCc1ccc(N2CC(C(=O)Nc3ccc(S(=O)(=O)Nc4nccs4)cc3)CC2=O)cc1 (stereo not given) | -2% | i | 0.8 | -1% | -12% | -2.2% | 4% | 5.1% | -3% | -3%
CCOc1ccccc1NC(=O)C(NC(=O)C1CCC(C)CC1)C(C)C (stereo not given) | 7% | i | 0.4 | -32% | 10% | -7.0% | -2% | 0.3% | -5% | -11%
Cc1ccc(CONC(=O)c2ccc(OC(F)F)cc2)cc1 | 3% | i | 0.2 | -50% | -17% | -1.4% | 4% | -2.0% | 1% | -3%
O=C(CSc1nc2ccccc2o1)Nc1ccc(N2CCOCC2)cc1 | -6% | i | 5.1 | -29% | -75% | 1.6% | 42% | -1.4% | -7% | -22%
Cc1ccsc1C(=O)C1CCCN(Cc2cc(F)ccc2-n2cccn2)C1 (stereo not given) | -3% | i | 0.0 | -7% | 4% | 1.5% | 11% | -0.3% | -2% | -17%
